# Bioassay records deposited in PubChem by Sanford-Burnham Center for Chemical Genomics.
# Scp-1 inhibitor = blocks human Scp-1 phosphatase activity | Q9GZU7 | Recombinant Scp1, phosphopeptide, malachite green phosphate absorbance | inhibition, % at 20 µM | actives 0.88% (n = 340,000) | AID 493091;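 active = inhibition above about 50% at 20 µM, limit read from the data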;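 also: plate controls were DMSO wells with enzyme for no effect and wells lacking enzyme for full effect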
# Target sequence (Q9GZU7 76-261 limits assumed): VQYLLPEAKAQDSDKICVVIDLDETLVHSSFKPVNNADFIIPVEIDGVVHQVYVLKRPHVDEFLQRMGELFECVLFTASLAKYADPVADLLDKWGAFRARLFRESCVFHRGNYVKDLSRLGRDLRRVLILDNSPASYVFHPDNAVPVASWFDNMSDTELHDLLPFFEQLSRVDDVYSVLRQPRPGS
#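 Test system – truncated SCP-1 phosphatase (76-261aa) · Reagent – Phosphorylated 17-residue peptide substrate · Incubation – 45 min room-temperature reaction, 5 min colour, 30 min stabiliser · Detection – colorimetric phosphate reagent with accelerator and stabiliser, absorbance at 630 nm · Measure – % inhibition at 20 µM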
# Rpn11 inh = blocks the human proteasome subunit Rpn11 | O00487 | actives 0.59% (n = 360,000) | calls only at 20 µM | human 26S proteasome, Ub4-pepOG fluorescence polarization; 20S core pre-blocked with epoxomicin;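 active = inhibition at 20 µM, scaled to each plate's controls, above about 33%, limit read from the data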
# DNMT1 block = DNMT1 (human) enzyme inhibition | P26358 | DNMT1 molecular beacon, Hinp1I cleavage, fluorescence | inhibition (reported as % activation of signal), % at 10 µM | actives 0.83% (n = 360,000) | AID 588458; in the data active = inhibition above about 50%
# NRP1-CendR mod = alters CendR peptide binding to human NRP-1 | O14786 | FAM-RPARPAR peptide binding to NRP-1, fluorescence polarization | inhibition, % at 25 µM | actives 0.85% (n = 360,000) | AID 602438;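 active = inhibition or corrected inhibition above about 18%, plus a signal ratio from 0.5 to 1.5, limit read from the data, passing the limit was not always enough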; also: strong numbers were not always called active
# Target sequence (O14786 whole entry, looked up): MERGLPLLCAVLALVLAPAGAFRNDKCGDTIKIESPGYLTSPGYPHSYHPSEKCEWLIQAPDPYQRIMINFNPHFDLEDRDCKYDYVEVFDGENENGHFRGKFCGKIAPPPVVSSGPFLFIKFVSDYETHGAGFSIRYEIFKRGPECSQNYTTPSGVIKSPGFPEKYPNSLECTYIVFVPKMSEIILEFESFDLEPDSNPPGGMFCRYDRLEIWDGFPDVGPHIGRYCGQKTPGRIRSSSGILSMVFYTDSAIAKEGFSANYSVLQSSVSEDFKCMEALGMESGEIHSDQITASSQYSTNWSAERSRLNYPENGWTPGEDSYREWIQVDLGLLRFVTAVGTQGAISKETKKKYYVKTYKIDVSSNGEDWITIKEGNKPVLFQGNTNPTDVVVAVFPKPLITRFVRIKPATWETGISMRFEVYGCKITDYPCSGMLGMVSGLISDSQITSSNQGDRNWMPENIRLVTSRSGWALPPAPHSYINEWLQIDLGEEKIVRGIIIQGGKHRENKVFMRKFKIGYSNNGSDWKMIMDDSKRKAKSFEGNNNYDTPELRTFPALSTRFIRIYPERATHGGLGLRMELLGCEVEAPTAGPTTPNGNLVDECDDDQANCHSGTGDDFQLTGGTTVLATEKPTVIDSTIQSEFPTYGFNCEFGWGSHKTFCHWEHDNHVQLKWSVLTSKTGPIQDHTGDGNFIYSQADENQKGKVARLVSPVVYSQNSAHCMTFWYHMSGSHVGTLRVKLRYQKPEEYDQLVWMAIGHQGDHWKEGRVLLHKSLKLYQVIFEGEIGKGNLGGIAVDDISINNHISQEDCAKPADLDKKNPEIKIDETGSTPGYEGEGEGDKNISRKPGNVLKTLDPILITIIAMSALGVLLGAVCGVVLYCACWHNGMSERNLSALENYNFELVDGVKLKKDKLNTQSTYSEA
# SKN-1 block = blocks SKN-1 activity in C. elegans; C. elegans VP596 Pgst-4::GFP/RFP ratio, acrylamide-induced, 24 h; inhibition, % at 21.8 µM; actives 0.49% (n = 360,000);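 active = interference check ratio from 0.5 to 1.5 plus GFP to RFP signal ratio inhibition reaching or exceeding a fixed threshold, cut at about 30% in these data, passing the limit was not always enough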; also: some compounds called inactive have numbers as strong as hits
# NadD inh = NadD (S. aureus) enzyme inhibition. purified NadD enzyme, colorimetric absorbance read-out. inhibition, % at 20 µM. actives 0.78% (n = 360,000). AID 602399; in the data active = inhibition above about 26%; also: some compounds past the cut are filed as inactive
# LMPTP inh = LMPTP (human) inhibition | inhibition, % at 20 µM | recombinant LMPTP-A, OMFP fluorogenic substrate, fluorescence intensity | actives 0.22% (n = 360,000) | AID 651560 | P24666;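 active = compounds that cut the enzyme signal by at least half of the control window in the single-dose screen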;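 also: plate controls were DMSO wells with enzyme plus substrate for no effect and substrate without enzyme for full effect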
#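 Test system: LMPTP-A phosphatase enzyme. Amount: LMPTP-A at 0.625 nM final in the reaction. Reagent: OMFP substrate, 400 µM final. Times: 50 min at room temperature. Signal: endpoint fluorescence intensity from OMFP dephosphorylation. Read-out basis: % inhibition. Benchmarks: no-enzyme and uninhibited controls.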
# SUMO1 PPI mod = modulators of human SUMO1-mediated protein-protein interactions; actives 0.33% (n = 360,000); P63165; AID 602429; SUMO1 binding to a labelled peptide, TR-FRET, 1 h; inhibition, % at 20 µM; in the data active = inhibition above about 37%
# MT1-MMP act inh = inhibitors of human MT1-MMP activation; P50281; actives 0.061% (n = 360,000); GFP/RFP ratio change, % at 20 µM; HT1080 RFP-PRO-GFP cells, GFP/RFP ratio fluorescence, overnight; percent of plate control window, DMSO zero;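 active = GFP/RFP ratio change of at least 30% with cell ATP level not reduced by more than half and red fluorescence within 50% of control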; also: strong numbers were not always called active
#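 Test system: HT1080 cells expressing an RFP-PRO-GFP fluorescent reporter construct / Compound dosing: single-point 20 µM compound, 1% DMSO / Schedule: cells overnight before dosing, compound overnight, 37 °C, 5% CO2 / Evaluation: GFP/RFP fluorescence ratio / Control set: DMSO and RFP-L50D-GFP cell wells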
# STEP block = blocks human striatal-enriched tyrosine phosphatase; inhibition, % at 20 µM; actives 0.25% (n = 360,000); P54829; recombinant STEP, OMFP fluorogenic substrate, fluorescence;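 active = inhibition at 20 µM, scaled per plate between control wells, above about 37%, limit read from the data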;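 also: 0% = DMSO with enzyme and substrate and 100% = substrate only without enzyme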
#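 System: isolated STEP enzyme; schedule: 20 min enzyme reaction at room temperature, protected from light; medium: Bis-Tris buffer pH 6.0, 2.5 mM DTT, 0.005% Tween 20; signal: fluorescence, 480/540 nm; dosing: single compound dose of 20 µM, 1% DMSO final; also added: OMFP substrate, 25 µM final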
# Numbers without * were called inactive; i = inactive; · = no result given.
NadD inh,Scp-1 inhibitor,NRP1-CendR mod,STEP block,LMPTP inh,MT1-MMP act inh,Rpn11 inh,SUMO1 PPI mod,DNMT1 block,SKN-1 block,Structure
-1,0,-26,-1,-0.3,1,i,1,0,-2,CC(=O)NC(C)C(=O)OCc1ccc(Cl)cc1Cl (stereo not given)
-3,-3,24,-3,0.9,0,i,1,-1,-7,CN(Cc1ccccc1)C(=O)c1ccc(NC(=O)C2CCN(C(=O)OC(C)(C)C)CC2)cc1
-2,-2,7,5,1.2,-8,i,-3,-10,-3,CCOC(=O)c1sc(NC(=O)/C=C/c2cnn(C)c2C)c(C(=O)OC(C)C)c1C
-6,-11,-16,-2,0.6,2,i,4,69*,-8,C=CCC[C@H](Cc1ccc(F)cc1)C(=O)OC[C@H](Cc1c[nH]c2ccccc12)NC(=O)[C@@H](CC=C)CC(=O)N[C@@H](CO)Cc1ccccc1
-3,-8,-8,-3,-0.2,-2,i,-3,3,7,CCOc1ccc(N2CC(NS(=O)(=O)c3cccnc3)CC2=O)cc1 (stereo not given)
-1,-11,0,-3,-0.5,1,i,-3,-1,0,Cc1ccc(CNC(=O)c2cc(S(=O)(=O)N3CCOCC3)cn2C)cc1
-3,·,2,2,0.6,3,i,3,1,15,COc1cccc(-c2cnc(C(O)c3cccc(OC)c3)[nH]2)c1 (stereo not given)
4,-14,14,2,3.0,-1,i,-4,-2,-6,CC(C)(C)c1ccc(C(=O)NC(=S)NCc2ccco2)cc1
-4,-3,6,-4,-1.3,1,i,2,0,-4,CC(C)(C)c1[nH]ncc1[N+](=O)[O-]
5,-5,7,-2,-0.7,0,i,-3,1,-2,CC(C)(C)NNC(=S)Nc1ccc(S(=O)(=O)N2CCOCC2)cc1
0,1,3,1,1.1,2,i,-23,1,2,CCCCN(C(=O)c1ccco1)c1nnc(-c2cc(OC)c(OC)c(OC)c2)s1
-9,-6,-18,4,-1.2,3,i,-7,-8,-6,CC(CN1CCCCC1)NC(=O)c1cc(-c2ccccn2)nc2ccc(Cl)cc12 (stereo not given)
63*,62*,34,97*,91*,0,i,104*,89*,8,O=C(O)C1Nc2c(O)cc(Cl)c([N+](=O)[O-])c2C2C=CCC12 (stereo not given)
2,28,2,5,0.4,-6,i,-1,18,-10,O=C(N/N=C/c1ccco1)C1CC1(c1ccccc1)c1ccccc1 (stereo not given)
-1,-11,-8,-2,-0.9,1,i,0,0,7,CSCCC(NS(=O)(=O)c1ccc2c(c1)c(=O)n(C)c(=O)n2C)C(=O)NC1CCN(Cc2ccccc2)CC1 (stereo not given)
-3,-4,9,3,3.4,0,i,3,-3,18,Cc1ccc(S(=O)(=O)Nc2ccccc2N(C)S(=O)(=O)c2ccc(C)cc2)cc1
-4,7,5,-2,-2.0,-1,i,0,0,7,O=C(Nc1cc(Cl)cc(Cl)c1)N1CCN(C(=O)C2CCCO2)CC1 (stereo not given)
-4,6,-2,0,-0.6,6,i,-4,0,2,COc1ccc(CCNC(=O)CCC(=O)N2CC(C)Oc3ccccc32)cc1OC (stereo not given)
-4,-2,-9,-2,0.4,6,i,-2,1,-8,COc1ccccc1N1CCN(C(=O)CSc2nc(C)cc(=O)[nH]2)CC1
2,-8,-11,-2,0.0,-6,i,5,1,-1,CCn1cc(C(=O)NC2CCCCC2)c(=O)c2cc(S(=O)(=O)N(C)C)ccc21

# 6 of the compounds above, comma-delimited:
canonical_smiles,NadD inh,Scp-1 inhibitor,NRP1-CendR mod,STEP block,LMPTP inh,MT1-MMP act inh,Rpn11 inh,SUMO1 PPI mod,DNMT1 block,SKN-1 block
CC(C)(C)c1[nH]ncc1[N+](=O)[O-],-4,-3,6,-4,-1.3,1,i,2,0,-4
CC(C)(C)NNC(=S)Nc1ccc(S(=O)(=O)N2CCOCC2)cc1,5,-5,7,-2,-0.7,0,i,-3,1,-2
CCCCN(C(=O)c1ccco1)c1nnc(-c2cc(OC)c(OC)c(OC)c2)s1,0,1,3,1,1.1,2,i,-23,1,2
CC(CN1CCCCC1)NC(=O)c1cc(-c2ccccn2)nc2ccc(Cl)cc12 (stereo not given),-9,-6,-18,4,-1.2,3,i,-7,-8,-6
O=C(O)C1Nc2c(O)cc(Cl)c([N+](=O)[O-])c2C2C=CCC12 (stereo not given),63*,62*,34,97*,91*,0,i,104*,89*,8
O=C(N/N=C/c1ccco1)C1CC1(c1ccccc1)c1ccccc1 (stereo not given),2,28,2,5,0.4,-6,i,-1,18,-10

# Next section:
NadD inh,Scp-1 inhibitor,NRP1-CendR mod,STEP block,LMPTP inh,MT1-MMP act inh,Rpn11 inh,SUMO1 PPI mod,DNMT1 block,SKN-1 block,Structure
-8,·,-8,2,0.1,-4,i,-5,7,-9,CC(N)c1csc(Nc2nncc3ccccc23)n1 (stereo not given)
7,9,4,-4,-0.3,2,i,2,-2,-1,CCCC12CN3CCN(CC(C3)/C1=N\NC(=O)c1ccccc1Cl)C2
3,3,4,-2,-0.4,-6,i,2,2,3,CC(C)C(NC(=O)c1ccco1)C(=O)NC1CCCCCC1 (stereo not given)
-5,-5,14,0,-1.3,-4,i,3,4,-6,CCOC(=O)N1CCC(N2C(=O)c3ccccc3C2Nc2c(C)cccc2C)CC1 (stereo not given)
2,10,-7,0,0.1,-2,i,3,-2,1,CCc1ccccc1NS(=O)(=O)c1ccc2c(c1)NC(=O)CC(=O)N2
0,-4,2,3,-5.5,-1,i,3,5,-7,Cc1cccc(NC(=S)N(CCN(C)C)C(C)c2ccccn2)c1 (stereo not given)
4,-3,-4,2,-0.7,2,i,1,7,-6,Cc1cc(C)cc(NC(=O)C(=O)NCCCN2CCOCC2)c1
2,-1,-1,0,-1.1,-2,i,-1,1,3,Nc1cccc(C(=O)c2ccccc2C(=O)O)c1
-2,-6,-4,2,-1.9,3,i,0,-6,0,COc1ccc(NC(=O)CN(Cc2ccccc2)S(C)(=O)=O)cc1OC
-2,·,4,-3,1.6,2,i,1,1,-1,COc1ccc(NC(=O)c2c(C)noc2C)cc1S(=O)(=O)N1CCCCC1
1,-2,16,10,0.0,-1,i,-2,-4,-9,CCN(CC)c1ccc(/C=N/n2c(=S)[nH]nc(C)c2=O)cc1
-4,-6,1,3,-1.6,1,i,6,-4,-11,Cc1cc(F)ccc1NC(=O)C1CCN(S(=O)(=O)c2ccc3c(c2)CCCC(=O)N3)CC1
-1,-4,-6,-2,-0.4,-4,i,2,2,-2,Cc1ccc(S(=O)(=O)Nc2cc(S(=O)(=O)N3CCOCC3)ccc2NCC2CCCO2)cc1 (stereo not given)
6,54*,-86,4,0.0,0,i,23,25,9,CC(=O)OCC1=C(C(=O)O)N2C(=O)C(NC(=O)COc3ccc(F)cc3)C2SC1 (stereo not given)
-1,-2,-4,-2,-1.0,18,i,0,3,5,COc1cc2cc(C(=O)O)[nH]c2c(OC)c1OC
-4,-5,-1,0,-0.6,1,i,2,-1,-1,C/C(CCC1CC(C)OC1=O)=N\NC(N)=S (stereo not given)
-8,-5,11,4,-0.8,2,i,-4,0,-3,CCN1CCN(C(=O)/C=C/c2ccc(C)cc2)CC1
-3,-14,-2,1,-0.3,3,i,5,-7,0,COc1ccc(N2C(=O)CC(Sc3n[nH]c(-c4ccccc4)n3)C2=O)cc1 (stereo not given)
3,-1,-5,-2,0.2,-4,i,9,9,-9,CC(=O)N1CCN(C(=O)CNC(=O)c2cccs2)CC1
-4,-16,3,1,-0.8,1,i,-1,-1,15,COc1cc2[nH]c(C(=O)N3CCN(C)CC3)cc2c(OC)c1OC
-12,-9,-6,0,-1.0,0,i,5,-6,-7,Cc1onc(-c2ccccc2Cl)c1C(=O)OCC(=O)c1ccc[nH]1
-1,-2,11,2,-1.0,4,i,3,1,3,CCc1nc(SC)[nH]c(=O)c1C
0,-5,13,-3,0.3,3,i,11,-3,17,O=C(Nc1ccc2c(c1)OCO2)c1ccc(Cl)c(S(=O)(=O)N2CCOCC2)c1
-4,-6,14,-2,1.7,1,i,-39,3,-4,CC1CCCCN1S(=O)(=O)c1ccc([N+](=O)[O-])cc1 (stereo not given)
1,-7,3,-3,-0.6,3,i,4,1,20,COCCn1nnnc1CN1CCC(C)CC1
-3,-15,9,-1,0.0,1,i,11,-17,20,C#CCNC(=O)C1=C[C@H](c2ccc(Br)cc2)C[C@H](OCc2ccc(CO)cc2)O1
5,-2,5,2,0.2,0,i,-8,-34,-5,CC(/C=N/NC(=O)CN1CCN(Cc2ccc(Cl)cc2)CC1)=C\c1ccco1
-1,-4,13,-3,-2.8,4,i,-4,5,2,CC1CC(OCC(O)CN2CCOCC2)CC(C)(C)C1 (stereo not given)
2,-14,5,1,-1.4,2,i,8,2,31,O=C(CCc1ccccc1)Nc1sc2c(c1C(=O)O)CCCC2
-6,5,-5,0,-1.3,5,i,1,1,3,COCCn1c(SCc2ccc(C)cc2)nc2c1c(=O)[nH]c(=O)n2C
-6,-15,-13,-1,0.0,10,i,-3,-9,-3,O=C(CC1Sc2ccccc2NC1=O)NNc1ccc(Cl)c(Cl)c1 (stereo not given)
6,-9,11,2,0.5,-4,i,0,-2,22,Cc1ccc(Cl)cc1N1CCN(S(=O)(=O)c2c(C)[nH]c(C)c2C(=O)N2CCCCC2)CC1
0,1,2,-1,-1.0,5,i,1,0,10,Cc1cccc(C)c1NCC(=O)N1CCN(Cc2ccccc2)CC1
-7,12,-2,0,-1.0,-4,i,-2,0,5,CCN(CC)CCSc1nc(O)c(Cc2ccccc2)c(=O)n1-c1ccccc1
-2,1,2,0,-1.2,0,i,0,11,-22,COc1ccccc1C1(O)CCN(C(=O)c2cccs2)CC1
-4,-9,-5,-3,-0.3,-4,i,-6,-3,-12,COc1ccc(-c2nc(CCNC(=O)c3cccs3)cs2)cc1
-1,-11,1,2,-0.6,2,i,1,3,-1,COc1cc(C(=O)N(Cc2cccc(Cl)c2)C2CCS(=O)(=O)C2)cc(OC)c1OC (stereo not given)
0,-1,-16,27,3.3,-4,i,2,2,9,O=c1[nH]c(-c2ccc(F)cc2)nc2c1sc(=S)n2-c1ccccc1
-2,2,-13,0,-0.4,8,i,-2,-5,1,O=C(Nc1cccnc1)c1ccc(Oc2ccccc2)cc1
3,·,0,-2,-1.1,1,i,6,-2,2,COc1ccc(NC(=O)C2(C)Cc3c(-c4ccc(NC(C)=O)cc4)ccnc3O2)cc1OC (stereo not given)
